Hsp70 activator: Hsp70 transcriptional activation, primary screen | HeLa Hsp70 promoter luciferase reporter, luminescence; scaled: vehicle 0, proteasome-inhibitor control 100% | activation, % at 10 µM | actives 0.04% (n = 200,000) | AID 1203;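 active means activation above the mean across all tested compounds plus 3 SD, cutoff set per campaign, cut at about 5.5% in these data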;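 further: 100% = MG132 at 30 µM as the positive control and 0% = DMSO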
PMI act satM6P: increases human PMI activity with near-saturating mannose 6-phosphate. actives 0.34% (n = 190,000). P34949. AID 1216. activation factor at 20 µM. coupled PMI enzyme assay, resazurin fluorescence, 20 min; stronger effect = higher value; 1 = untreated enzyme, 0 = substrate-free blank;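 active means activation factor of 2 or more at 20 µM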
Target sequence (P34949 whole entry, looked up): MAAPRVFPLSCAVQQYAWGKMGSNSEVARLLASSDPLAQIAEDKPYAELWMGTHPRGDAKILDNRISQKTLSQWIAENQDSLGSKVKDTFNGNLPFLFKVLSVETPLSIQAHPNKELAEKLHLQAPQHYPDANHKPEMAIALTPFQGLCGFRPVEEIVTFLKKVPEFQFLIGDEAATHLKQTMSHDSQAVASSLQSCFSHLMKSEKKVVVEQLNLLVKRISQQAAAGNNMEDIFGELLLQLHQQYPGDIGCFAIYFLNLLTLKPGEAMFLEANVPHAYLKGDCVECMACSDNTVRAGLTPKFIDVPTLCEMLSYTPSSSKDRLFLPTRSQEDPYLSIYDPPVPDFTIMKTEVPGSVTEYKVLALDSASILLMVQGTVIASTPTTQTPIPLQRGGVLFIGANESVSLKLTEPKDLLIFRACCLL
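Test system: Human PMI in coupled enzyme assay | Input: 15 ng/mL PMI | Medium: HEPES-buffered pH 7.4 with magnesium and detergent | Compound: One concentration, 20 µM, in 1% DMSO | Incubation: Enzyme reaction with compound 20 min at room temperature | Detection: Diaphorase-driven resazurin-to-resorufin fluorescence, excitation 544, emission 590 nm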
S1P3 antag: blocks the human S1P3 receptor. CHO S1P3 NFAT-BLA reporter, FRET fluorescence, antagonist mode. inhibition, % at 4.98 µM. actives 0.27% (n = 170,000);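 active means inhibition above the plate cutoff, the mean inhibition of test wells on that plate plus 3 SD, cut at about 28% in these data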;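 further: cells challenged with S1P at its EC80 of 0.8 µM; blue over green emission ratio from cleaved BLA substrate after 4 h stimulation; 0% = S1P-stimulated wells and 100% = unstimulated DMSO-only wells; some compounds past the cut are filed as inactive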
Target sequence (Q99500 whole entry, looked up): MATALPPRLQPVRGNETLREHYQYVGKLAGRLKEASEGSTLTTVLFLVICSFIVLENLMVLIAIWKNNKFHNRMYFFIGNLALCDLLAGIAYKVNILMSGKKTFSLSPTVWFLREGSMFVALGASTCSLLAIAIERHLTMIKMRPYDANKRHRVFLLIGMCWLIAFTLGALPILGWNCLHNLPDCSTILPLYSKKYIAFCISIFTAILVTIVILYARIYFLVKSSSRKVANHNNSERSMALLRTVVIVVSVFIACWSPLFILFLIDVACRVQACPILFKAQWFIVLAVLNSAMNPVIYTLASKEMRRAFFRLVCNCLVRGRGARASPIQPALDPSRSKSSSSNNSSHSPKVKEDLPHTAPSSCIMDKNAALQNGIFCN
TLR4-MyD88 BLA: inhibitors of human TLR4-MyD88 binding; AID 861; actives 0.18% (n = 200,000); HeLa CL3-4 TLR4/MyD88 BLA complementation, FRET ratio; O00206+Q99836; inhibition, % at 8.4 µM; in the data active means inhibition above about 25%;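 further: 0% = vehicle and 100% = reference inhibitor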
Diaphorase inh: counter-screen for diaphorase-based assays: diaphorase inhibitors and chemical oxidizers. diaphorase resazurin-to-resorufin fluorescence, NADH, 16 min; bacterial (C. kluyveri) enzyme, not human. inhibition, % at 20 µM. actives 0.69% (n = 190,000);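 active means primary screen inhibition at 20 µM above a set limit, cut at about 50% in these data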;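 further: plate controls were DMSO with full reaction for no effect and wells lacking NADH for full effect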
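Test system: diaphorase enzyme from Clostridium kluyveri; amount: diaphorase at 0.14 U/mL in enzyme working solution; detection: fluorescence of resorufin formed from resazurin, Ex 544/Em 590 nm; times: reaction incubation of 16 min at room temperature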
L major viab: inhibitors of Leishmania major promastigote growth; Leishmania major promastigotes, resazurin fluorescence viability; inhibition, % at 10 µM; actives 9% (n = 200,000);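 further: promastigotes grown with compound for 44 hours at 28 °C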
DTT redox prof: compounds producing H2O2 with reducing agent – biochemical, NIH compound library profiling, artefact control for MLSCN library redox annotation, primary screen | DTT-dependent redox cycling H2O2, phenol red/HRP absorbance; 100% = 100 µM peroxide control, 0% = buffer | activation, % at 10 µM | actives 0.03% (n = 200,000);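 active means activation of at least 50% relative to the plate's high and low controls in the primary single-dose screen; inactive means activation below 50%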;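 further: compound incubated with DTT at 0.8 mM final as the reducing agent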
RAM inhibit: blocks the yeast RAM network; actives 1.8% (n = 190,000); S. cerevisiae dse1pr::URA3 reporter, 5-FOA growth OD615, 2 d; analog-sensitive cbk1-as2 kinase mutant strain; inhibition, % at 50 µM;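 active means inhibition above a set limit, 3 SD over mean compound inhibition, cut at about 8.4% in these data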;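 further: 0% = DMSO-only wells with no growth and 100% = 10 µM 1-NA-PP1 full growth; inhibition rescues growth on 5-FOA so higher OD means more RAM inhibition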
G6PDH CS: L. mesenteroides G6PDH inhibition counter-screen. inhibition, % at 5 µM. AID 1020. Purified L. mesenteroides G6PDH, diaphorase/resazurin coupled fluorescence, 45 min. actives 0.12% (n = 200,000)
Diaph act CS: activates diaphorase or chemically reduces, flagging diaphorase assay artifacts | actives 0.005% (n = 190,000) | Diaphorase/resazurin coupled assay, resorufin fluorescence, 16 min; stronger effect = higher value; 1 = vehicle wells, 0 = NADH-free wells | AID 1229 | activation factor at 20 µM;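 active means diaphorase activity raised at least twofold by the compound at 20 µM; inactive means activation factor below 2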
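Material: Purified diaphorase enzyme from Clostridium kluyveri | Buffer or medium: 50 mM HEPES pH 7.4 with 4.542 mM MgCl2, 0.005% Tween 20 | Times: 16 min enzyme reaction, ambient temperature | Signal: Red resorufin fluorescence at 544/590 nm excitation/emission | Measure: Increased resorufin signal from activators or reducing compounds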
PMI act: phosphomannose isomerase (human) activation | activation factor at 20 µM | actives 0.005% (n = 190,000) | P34949 | purified human PMI, coupled resazurin fluorescence, 20 min; stronger effect = higher value; 1 = vehicle control, 0 substrate-free wells;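 active means activation factor of 2 or more at 20 µM, relative to plate controls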
* marks the source's active call; other numbers are inactive results. Unless noted, no stated cut-off is given here; in the data, active means inhibition above about 50%; inactive means the rest.

Screening CCS(=O)(=O)NCCc1cc2c(OC)ccc(OC)c2[nH]c1=O returned Hsp70 activator -0.3, PMI act satM6P 1, S1P3 antag -1.1, TLR4-MyD88 BLA -0.8, Diaphorase inh 9.2, L major viab -1.6, DTT redox prof 0.9, RAM inhibit 1.8, G6PDH CS 6.2, Diaph act CS 0.9 and PMI act 1.1.
For CC(=O)Nc1ccc(OS(=O)(=O)c2cc(Cl)ccc2C)cc1 the results were Hsp70 activator 0.1, PMI act satM6P 1, S1P3 antag -0.5, TLR4-MyD88 BLA -2.4, Diaphorase inh 8.3, L major viab 1.2, DTT redox prof -0.4, RAM inhibit 1.8, G6PDH CS 2.7, Diaph act CS 0.9 and PMI act 0.9.
Screening CC(=O)c1ccc(-n2nncc2C)cc1 returned Hsp70 activator -0.3, PMI act satM6P 1, TLR4-MyD88 BLA -27.3, Diaphorase inh -0.2, L major viab -4.1, DTT redox prof -0.3, RAM inhibit 1.8, G6PDH CS 12.1, Diaph act CS 1 and PMI act 1.1.
`CN=C(Nc1ccccc1)SC1CC(=O)N(c2cccc(OC)c2)C1=O` (stereo unspecified) gave Hsp70 activator -0.4, PMI act satM6P 0.9, S1P3 antag -22.4, TLR4-MyD88 BLA 1.5, Diaphorase inh 4.5, L major viab 14.0, DTT redox prof -0.8, RAM inhibit -1.4, G6PDH CS 19.5, Diaph act CS 1 and PMI act 0.9.
`COc1ccc(C(=O)C2CCCN(C(=O)c3cc4nc(C)cc(C)n4n3)C2)cc1F` (stereo unspecified) gave Hsp70 activator -0.2, PMI act satM6P 0.9, S1P3 antag -12.8, TLR4-MyD88 BLA -5.1, Diaphorase inh 10.4, L major viab 57.3*, DTT redox prof -0.7, RAM inhibit 1.5, G6PDH CS 0.8, Diaph act CS 0.9 and PMI act 1.
Screening CCOC(=O)C1=C(C)NC(C)=C(C(=O)OCC)C1C(=O)OCC(=O)c1ccc2c(c1)OCCO2 returned Hsp70 activator -0.4, PMI act satM6P 0.9, S1P3 antag -23.4, TLR4-MyD88 BLA -11.9, Diaphorase inh 24.7, L major viab 65.3*, DTT redox prof 0.5, RAM inhibit 1.1, G6PDH CS 5.5, Diaph act CS 0.8 and PMI act 0.9.
Cn1c(=O)cc(OCC(=O)N2CCN(c3cccc(C(F)(F)F)c3)CC2)c2ccccc21 was read as Hsp70 activator 0.0, PMI act satM6P 1, S1P3 antag 22.0, TLR4-MyD88 BLA -18.4, Diaphorase inh -6.4, L major viab -3.0, DTT redox prof 1.6, RAM inhibit 0.4, G6PDH CS 0.1, Diaph act CS 1.1 and PMI act 1.1.
Screening Cc1nn(-c2ccccc2)c(N)c1C1(O)C(=O)N(C)c2ccccc21 (stereo unspecified) returned Hsp70 activator -0.1, PMI act satM6P 1.1, S1P3 antag -14.0, TLR4-MyD88 BLA -11.7, Diaphorase inh 1.7, L major viab -6.1, DTT redox prof -0.6, RAM inhibit 1.2, G6PDH CS -0.4, Diaph act CS 1 and PMI act 1.1.
Screening O=C(NCCn1ccc2ccccc21)c1ccc2c(c1)OCO2 returned Hsp70 activator -0.2, PMI act satM6P 1.1, S1P3 antag 17.0, TLR4-MyD88 BLA -8.6, Diaphorase inh -3.7, L major viab 0.5, DTT redox prof -0.6, RAM inhibit 1.5, G6PDH CS -12.3, Diaph act CS 1 and PMI act 1.1.
For Cc1csc2nc(CCNS(=O)(=O)c3ccc4c(c3)OCCO4)cn12 the results were Hsp70 activator -0.1, PMI act satM6P 0.9, S1P3 antag -9.1, TLR4-MyD88 BLA -6.3, Diaphorase inh 20.3, L major viab -2.4, DTT redox prof 0.1, RAM inhibit 0.0, G6PDH CS 7.2, Diaph act CS 0.8 and PMI act 1.
For Cc1ccccc1Oc1ncccc1C(=O)/C(C#N)=C/N(C)C the results were Hsp70 activator -0.1, PMI act satM6P 1, TLR4-MyD88 BLA -10.3, Diaphorase inh -6.3, L major viab -2.7, DTT redox prof 2.5, RAM inhibit 1.3, G6PDH CS 24.6, Diaph act CS 1.1 and PMI act 1.
`C/C(=N\NC(=S)NC1CCCCC1)c1c(F)cccc1F` gave Hsp70 activator -0.5, PMI act satM6P 0.9, S1P3 antag 6.4, TLR4-MyD88 BLA -17.6, Diaphorase inh -6.8, L major viab 16.5, DTT redox prof -0.5, RAM inhibit 1.9, G6PDH CS -5.6, Diaph act CS 1.1 and PMI act 1.1.
For CNS(=O)(=O)c1ccc(N=Cc2c(C)[nH]n(-c3ccc(C)cc3C)c2=O)cc1 the results were Hsp70 activator 0.0, PMI act satM6P 0.9, S1P3 antag -21.1, TLR4-MyD88 BLA -1.9, Diaphorase inh 20.2, L major viab -0.6, DTT redox prof -0.5, RAM inhibit -0.6, G6PDH CS 8.9, Diaph act CS 0.8 and PMI act 1.
Screening O=C(NC1CCCc2ccccc21)c1cccc(S(=O)(=O)N2CCN(c3ccccc3)CC2)c1 (stereo unspecified) returned Hsp70 activator -0.4, PMI act satM6P 1, TLR4-MyD88 BLA -15.0, Diaphorase inh 3.6, L major viab 34.2, DTT redox prof 0.5, RAM inhibit 4.0, G6PDH CS 3.5, Diaph act CS 1 and PMI act 0.9.
`CCCn1c(SCc2cc(=O)oc3ccc4ccccc4c23)n[nH]c1=O` gave Hsp70 activator -0.2, PMI act satM6P 1.8, S1P3 antag -16.8, TLR4-MyD88 BLA 4.9, Diaphorase inh 19.2, L major viab 3.3, DTT redox prof -1.3, RAM inhibit 5.3, G6PDH CS 8.0, Diaph act CS 0.8 and PMI act 1.5.
Screening N#CC1C(C#N)N2CCCN2C1c1ccc(Cl)cc1 (stereo unspecified) returned Hsp70 activator -0.2, PMI act satM6P 1.1, TLR4-MyD88 BLA 1.2, Diaphorase inh 5.9, L major viab -6.6, DTT redox prof 2.1, RAM inhibit -0.5, G6PDH CS -3.6, Diaph act CS 0.9 and PMI act 1.
Screening CCCCN1C(=O)c2ccc(C(=O)Nc3c(N)n(CCCC)c(=O)n(C)c3=O)cc2C1=O returned Hsp70 activator -0.1, PMI act satM6P 0.9, TLR4-MyD88 BLA -3.7, Diaphorase inh 11.4, L major viab -6.9, DTT redox prof -0.8, RAM inhibit 6.5, G6PDH CS -2.0, Diaph act CS 0.9 and PMI act 1.
O=C(CCc1nc(-c2ccccc2F)no1)NC1CCCCCC1 was read as Hsp70 activator -0.2, PMI act satM6P 1, S1P3 antag -11.5, TLR4-MyD88 BLA -6.9, Diaphorase inh 2.6, L major viab -2.0, DTT redox prof 0.1, RAM inhibit 1.9, G6PDH CS 10.2, Diaph act CS 1 and PMI act 1.1.
COc1ccc(NC(=S)NCc2ccco2)c(OC)c1 was read as Hsp70 activator -0.5, PMI act satM6P 1, TLR4-MyD88 BLA 0.7, Diaphorase inh 14.5, L major viab 5.5, DTT redox prof 0.6, RAM inhibit 3.4, G6PDH CS -7.6, Diaph act CS 0.9 and PMI act 1.
Screening CC(C)Cn1c(SCC(=O)Nc2ncccn2)nc2ccccc21 returned Hsp70 activator -0.4, PMI act satM6P 1, S1P3 antag -4.4, TLR4-MyD88 BLA -11.1, Diaphorase inh 16.6, L major viab 5.8, DTT redox prof -0.7, RAM inhibit 1.3, G6PDH CS 2.3, Diaph act CS 0.8 and PMI act 1.1.
Screening COc1ccc(S(=O)(=O)Nc2ccccc2C)cc1C(=O)N1CCOCC1 returned Hsp70 activator 0.1, PMI act satM6P 0.9, S1P3 antag -8.4, TLR4-MyD88 BLA -1.7, Diaphorase inh -9.0, L major viab -4.4, DTT redox prof -1.2, RAM inhibit 3.6, G6PDH CS -5.3, Diaph act CS 1.1 and PMI act 0.9.
O=C(COc1ncnc2ccccc12)Nc1ccccc1[N+](=O)[O-] was read as Hsp70 activator 0.0, PMI act satM6P 1.1, S1P3 antag -6.2, TLR4-MyD88 BLA -2.3, Diaphorase inh -9.4, L major viab -3.4, DTT redox prof -2.0, RAM inhibit 2.1, G6PDH CS 13.0, Diaph act CS 1.1 and PMI act 1.
Screening O=C(CCCN1C(=O)c2ccccc2C1=O)N1CCc2ccccc2C1 returned Hsp70 activator -0.5, PMI act satM6P 0.9, TLR4-MyD88 BLA 9.4, Diaphorase inh 17.4, L major viab -6.3, DTT redox prof 1.5, RAM inhibit 1.0, G6PDH CS 3.0, Diaph act CS 0.8 and PMI act 0.9.
For Cc1cccc(N2CCN(C(=O)c3ccc4nc(-c5ccco5)c(-c5ccco5)nc4c3)CC2C)c1 (stereo unspecified) the results were Hsp70 activator -0.4, PMI act satM6P 0.5, TLR4-MyD88 BLA 2.1, Diaphorase inh 37.2, L major viab 0.3, DTT redox prof -1.9, RAM inhibit 3.4, G6PDH CS 9.7, Diaph act CS 0.6 and PMI act 0.7.
`C=CCn1c2ccccc2c2nnc(SCC(=O)Nc3cc(C)on3)nc21` gave Hsp70 activator -0.4, PMI act satM6P 1.1, TLR4-MyD88 BLA 5.4, Diaphorase inh 17.5, L major viab 1.6, DTT redox prof 0.0, RAM inhibit 2.9, G6PDH CS 7.2, Diaph act CS 0.8 and PMI act 1.
`COc1ccc([N+](=O)[O-])cc1NC(=O)C(C)OC(=O)C1c2ccccc2Oc2ccccc21` (stereo unspecified) gave Hsp70 activator 0.0, PMI act satM6P 0.9, S1P3 antag -4.6, TLR4-MyD88 BLA 0.7, Diaphorase inh 11.4, L major viab 8.4, DTT redox prof 3.9, RAM inhibit 4.6, G6PDH CS -1.3, Diaph act CS 0.9 and PMI act 0.8.
Screening N#Cc1ccc(Oc2nc(Nc3ccc(F)cc3)nc(N3CCCC3)n2)cc1 returned Hsp70 activator -0.2, PMI act satM6P 1, TLR4-MyD88 BLA -10.3, Diaphorase inh 3.3, L major viab 4.1, DTT redox prof -0.3, RAM inhibit 3.2, G6PDH CS 3.2, Diaph act CS 1 and PMI act 1.
Screening CC(=O)Nc1cccc(OCC(=O)NS(=O)(=O)c2ccc(C)cc2)c1 returned Hsp70 activator -0.3, PMI act satM6P 1, S1P3 antag -30.2, TLR4-MyD88 BLA -2.1, Diaphorase inh 8.3, L major viab -8.2, DTT redox prof 0.9, RAM inhibit -0.1, G6PDH CS 4.3, Diaph act CS 0.9 and PMI act 1.
